Epigenetic reg = derepresses silenced GFP reporter in murine cells; murine LDR cells, GFP reporter derepression, 30 h; Potency, µM (series often up to 53.9 µM), for inactives: at the top dose GFP activation, usual class: activators; actives 0.2% (n = 280,000); AID 1865; active = well fitted activation curve with a large enough effect; inconclusive = small, poorly fitted or top-dose-only effect; also: % of control where 0% means no effect; nearly all actives have a fitted effect of over 60% in size
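Reporter derepression read as number of fluorescent GFP-positive objects, 20-120 um in size, counted by laser-scanning cytometer. Mouse LDR line with an epigenetically silenced CMV-GFP locus; compound incubation 30 h, 37 C.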
Lamin A splicing = LMNA splicing modulation; Potency, µM (titrated, usually from 46.1 µM), for inactives: top-dose ratio change, negative = inhibition, hits mostly inhibitors; actives 0.01% (n = 200,000); HeLa LMNA splicing GFP/RFP minigene ratio, 48 h; active = well fitted inhibition curve with a large enough effect in the signal ratio, with a control signal flat, not every such curve was filed as active; inconclusive = small, poorly fitted or top-dose-only effect, or effect the other way, or a change in a side signal; the % refers to the signal ratio; also: % is scaled to controls: 0 for no effect and ±100 for the full control effect
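S3 HeLa cells stably expressing lamin A-EGFP splicing minigene plus DsRed2, 600 cells/well, 48 h compound exposure at 37C. Laser-scanning cytometry; analysed as GFP (500-530 nm)/RFP (575-640 nm) total intensity ratio; 0.5% DMSO vehicle.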
The depositor's hits bear a star; ? = inconclusive; [ ] = dose if it differs, or a comment. Potency is read from the fitted curve at half-maximal effect. This is a subset, so the mix of outcomes need not match the whole.

molecule	Epigenetic reg	Lamin A splicing
Cc1nn(C(=O)c2ccccc2)c(C)c1S(=O)(=O)N1CCCCCC1	-1.7%	?
Cn1c(=O)c2c(SCC(=O)NCc3ccco3)nc(-c3ccccc3)nc2n(C)c1=O	-0.9%	?
CCc1ccc(S(=O)(=O)Nc2cccc(-c3ccc(N4CCOCC4)nn3)c2)cc1	0.8%	-11.4%[46 µM]
CCOc1ccc(C(=O)NCCc2csc(-c3cccnc3)n2)cc1	0.0%	-7.5%[46 µM]
COc1ccc(CNC(=O)c2ccc(NC(=O)N3CCCCc4ccccc43)cc2)cc1	-1.1%	-4.7%[46 µM]
O=C(NCc1ccc(Cl)cc1)C1=Cc2cc(Br)ccc2OC1	-0.9%	?
Cc1ccc(CN2CCCn3nc(C(=O)NCC(C)c4ccccc4)cc3C2=O)cc1 (stereo not given)	-0.8%	10.2%[46 µM]
COc1ccccc1-c1nc(SCC(=O)NCc2ccc(C)cc2)c2c(=O)n(C)c(=O)n(C)c2n1	-1.1%	-4.8%[46 µM]
Cc1ccc(-n2ncc3c(NCCc4ccccc4)ncnc32)cc1C	4.2%	?
Cc1cccc(CNC(=O)Cn2c(-c3cccs3)cc3ccccc32)c1	1.2%	-0.4%[46 µM]
Cc1ccc(C)c(N2CCN(C(=O)c3c4c(nc5ccccc35)C(=O)N(C3CCCCC3)C4)CC2)c1	1.5%	?
O=C(NC1CCCCC1)c1ccc(Cn2c(SCc3ccccc3)nc3cccnc32)cc1	-1.2%	-0.9%[46 µM]
Cc1cc(C(=O)N2CCN(c3ccccc3)CC2)c2c(C)nn(-c3cccc(F)c3)c2n1	-1.3%	-10.7%[46 µM]
O=C(Nc1cc(Cl)cc(Cl)c1)c1ccc(F)c(S(=O)(=O)N2CCCCCC2)c1	0.0%	0.2%[46 µM]
Cc1cc(C)c(S(=O)(=O)NCC(c2ccco2)N2CCOCC2)c(C)c1 (stereo not given)	-0.4%	22.1%[46 µM]
CC(C)CC(=O)NCC1(N(C)C)CCCCC1	-1.6%	-1.4%[46 µM]
Cc1cc2c(cc1S(=O)(=O)NCc1ccc(N(C)C)cc1)OCC(=O)N2	0.8%	-4.5%[46 µM]
CC(C)(C)OC(=O)N1CCC(c2c(C(=O)N3CCOCC3)cnn2-c2cccc(F)c2)CC1	-1.3%	3.2%[46 µM]
CCCNC(=O)c1c2c(nc3ccccc13)C(=O)N(C1CCCCC1)C2	2.9%	-11.4%[46 µM]
CC(C)NC(=O)c1ccccc1NC(=O)c1nsc2ccccc12	5.2%	11.9%[46 µM]
O=C(COCc1cc(-c2cccs2)on1)NCc1ccccc1Cl	-1.2%	10.5%[46 µM]
Cc1ccc(-c2cc(C(=O)N(Cc3ccc(C(C)(C)C)cc3)Cc3ccco3)no2)cc1	-0.5%	?
COc1ccccc1N1CCN(C(=O)c2cc(S(=O)(=O)N3CCC(C)CC3)cn2C)CC1	3.4%	10.1%[46 µM]
COc1ccc(NC(=O)c2oc3c(c2C)-c2nn(Cc4ccccc4Cl)cc2CC3)cc1OC	1.4%	9.6%[46 µM]
Cc1ccc(CNC(=O)c2ccc(N3CCCC3)c(NC(=O)Nc3ccc(F)c(Cl)c3)c2)cc1	2.4%	-3.6%[46 µM]
Cc1ccc(OCC(=O)Nc2ccc(C(=O)OCc3cc(=O)n4ccsc4n3)cc2)cc1C	2.8%	-11.5%[46 µM]
O=C(CN1C(=O)CCc2cc(S(=O)(=O)N3CCOCC3)ccc21)NCc1ccc(Cl)cc1	-3.7%	7.3%[46 µM]
O=C(NCc1cccnc1)C(=O)NCC(c1cccnc1)N1CCN(c2ccc(F)cc2)CC1 (stereo not given)	1.4%	-5.5%[46 µM]
O=C(Nc1nnc(S(=O)(=O)N2CCCc3ccccc32)s1)c1ccc(Cl)cc1	1.4%	-10.5%[46 µM]
COc1ccccc1CNC(=O)COCc1cc(-c2cccs2)on1	1.2%	-16.4%[46 µM]
CCn1c(CN2CCCCC2)nc2cc(NC(=O)c3ccccc3[N+](=O)[O-])ccc21	-0.8%	?
COc1cccc(C(=O)Nc2c(C(=O)N3CCN(c4ccc(F)cc4)CC3)oc3ccccc23)c1	2.2%	12.0%[46 µM]
CCOC(=O)c1cccc(NC(=O)CCc2c(C)nn(-c3ccc(N4CCCCC4)nn3)c2C)c1	2.9%	?
Cc1ccc(Cl)cc1N1CCN(S(=O)(=O)c2ccc3c(c2)CCCN3C(=O)C2CCC2)CC1	0.0%	4.1%[46 µM]
CCOc1ccc(CNC(=O)Cc2ccc(NC(=O)N3CCCCc4ccccc43)cc2)cc1OC	1.5%	-18.2%[46 µM]
COC(=O)c1sccc1S(=O)(=O)N(CC(=O)Nc1cc(C)cc(C)c1)c1ccc(Cl)cc1	1.8%	?
Cc1ccc(C)c(NC(=O)CSc2nc(=O)n(Cc3ccccn3)c3c2CCC3)c1	2.0%	-0.1%[46 µM]
Cc1ccc(-c2ccc(=O)n(C(C)C(=O)Nc3ccccc3Cl)n2)cc1C (stereo not given)	-3.2%	?
COc1ccc(CNC(=O)CSc2n[nH]c(-c3ccc(F)cc3)n2)cc1	1.6%	?
COc1ccc(-c2nc3sc(CCNC(=O)C(=O)Nc4ccc(C)cc4C)c(C)n3n2)cc1	4.6%	25.4%[46 µM]

Arranged by length of the SMILES (lowest first): part of the list above
molecule	Epigenetic reg	Lamin A splicing
COc1ccc(CNC(=O)CSc2n[nH]c(-c3ccc(F)cc3)n2)cc1	1.6%	?
Cc1ccc(C)c(NC(=O)CSc2nc(=O)n(Cc3ccccn3)c3c2CCC3)c1	2.0%	-0.1%[46 µM]
CCOC(=O)c1cccc(NC(=O)CCc2c(C)nn(-c3ccc(N4CCCCC4)nn3)c2C)c1	2.9%	?

Continued.
molecule	Epigenetic reg	Lamin A splicing
COc1ccc(Cl)cc1S(=O)(=O)N1CCN(C(=O)c2cc(-c3ccc(Br)cc3)n[nH]2)CC1	-0.4%	-19.1%[46 µM]
O=C(NCC(c1ccco1)S(=O)(=O)c1ccc(Cl)cc1)c1ccccc1F (stereo not given)	-4.2%	?
COc1ccccc1NC(=O)c1cc(S(=O)(=O)N2CCc3ccccc32)ccc1F	8.4%	5.2%[46 µM]
COc1ccccc1N1CCN(C(=O)CCn2cnc3onc(-c4ccc(F)cc4)c3c2=O)CC1	-0.4%	20.1%[46 µM]
COc1ccc(N2C(=O)CS(=O)(=O)C23C(=O)N(Cc2ccc(F)cc2)c2ccc(C)cc23)cc1 (stereo not given)	6.3%	3.8%[46 µM]
COc1ccccc1-c1nc(CNC(=O)Nc2ccccc2)c(C)o1	2.2%	5.0%[46 µM]
Cc1cccc(-n2cc(-c3ccccc3)c3c(NC4CCCC4)ncnc32)c1	2.4%	?
COc1cccc(CNC(=O)C2CCN(S(=O)(=O)c3cn(C)cn3)CC2)c1	-4.2%	11.2%[46 µM]
Cc1oc(-c2ccccc2Cl)nc1Cn1c(SCc2cccc(F)c2)nc2cccnc21	-0.4%	-10.4%[46 µM]
Cc1ccccc1CSc1nnc2[nH]c(=O)cc(-c3ccccc3)n12	1.2%	6.7%[46 µM]
Cc1ccc(CN2CCC(CNc3ncnc4onc(-c5ccc(Cl)cc5)c34)CC2)cc1	-1.3%	0.9%[46 µM]
COc1cc(OC)c(NC(=O)C(CC(C)C)N2Cc3ccccc3C2=O)cc1Cl (stereo not given)	-2.3%	5.8%[46 µM]
CCOC(=O)c1cc(S(=O)(=O)N2CCN(c3ccc(F)cc3)CC2)[nH]n1	0.0%	-3.5%[46 µM]
O=C(NCc1ccc(Cl)cc1)C(=O)NCC(c1cccs1)S(=O)(=O)c1cccs1 (stereo not given)	2.4%	-14.2%[46 µM]
Cc1ccc(NC(=O)CSc2nnc3ccc4ccccc4n23)cc1	-1.1%	-6.6%[46 µM]
Cc1ccc(NC(=O)CSc2nccn2Cc2ccc3c(c2)OCO3)c(C)c1	2.8%	0.3%[46 µM]
O=C(CSc1nccn1Cc1ccco1)Nc1cc(C(F)(F)F)ccc1Cl	0.8%	-2.6%[46 µM]
Cc1ccc(C(=O)N2CCc3cc(CNC(=O)c4ccc(Br)cc4)ccc32)cc1	1.3%	?
Cc1oc(-c2ccc(Cl)cc2)nc1Cn1c(=O)cc(-c2ccccc2)c2c(C)nn(C)c21	0.0%	-3.4%[46 µM]
Brc1ccc(CNCCCSc2nnnn2-c2ccccc2)cc1	0.0%	-14.2%[46 µM]
CCN(CC)CCCNC(=O)c1ccc2c(c1)NC(=O)C(CS(=O)(=O)Cc1cccc(Br)c1)N2 (stereo not given)	0.6%	-0.9%[46 µM]
COCCCNC(=O)CSc1nc2cc3c(cc2c(=O)n1CCCC(=O)NCc1ccc2c(c1)OCO2)OCO3	-1.3%	8.2%[46 µM]
CCOc1ccccc1NC(=O)c1nnn(CC(=O)Nc2ccc(OC)c(OC)c2)c1N	0.8%	6.3%[46 µM]
COC(=O)CCN(C(=O)c1c(C)oc2ncnc(N3CCOCC3)c12)c1ccccc1	-1.3%	-1.8%[46 µM]
Cc1ccc(NC(=O)Cn2c(C)cc(C)c(C#N)c2=O)cc1	-3.4%	-4.5%[46 µM]
O=C(CSc1nc2c([nH]c3ccccc32)c(=O)n1-c1ccccc1F)Nc1cccc(Cl)c1	0.0%	4.8%[46 µM]
COc1ccc(Cl)cc1NC(=O)CSc1nnc2[nH]c(=O)cc(C)n12	4.7%	-17.1%[46 µM]
O=C(NCCCN1CCN(c2ccccc2F)CC1)c1ccc2nc(CCc3ccccc3)oc2c1	1.7%	?
COc1ccc(S(=O)(=O)Nc2cccc(-c3ccc(N4CCCCC4)nn3)c2)cc1F	0.0%	15.8%[46 µM]
CCN(CC)CCNC(=O)c1sc2ncccc2c1-n1cccc1	-1.7%	?
Cc1ccc(Cn2ccnc2SCC(=O)Nc2ccccc2C(F)(F)F)cc1	0.0%	?
CCOc1cc(-c2ccc(OC(=O)c3ccc(C)cc3)c(OC)c2)cc(=O)c2c(C)oc(C)c12	?	?
Cc1cccc(CN2C(=O)c3ccccc3Sc3ccc(C(=O)NC4CCCCC4)cc32)c1	1.7%	?
COc1ccccc1N1CCN(c2csc3ccccc3c2=O)CC1	0.0%	?
COc1ccc(OC)c(CCNC(=O)Cn2ncc3c([nH]c4ccccc43)c2=O)c1	-1.2%	?
Cc1ccc(CN(C(=O)COc2ccccc2[N+](=O)[O-])c2ccccn2)cc1	5.7%	9.8%[46 µM]
Cc1cc(=O)n(Cc2ccccc2Cl)c2c1c(C)nn2-c1ccccc1	0.8%	?
CCCn1c2ccccc2c2cnn(CC(=O)N3CCCC(C)C3)c(=O)c21 (stereo not given)	-1.2%	9.7%[46 µM]
Cc1ccc(Cn2c(CO)cnc2SCC(=O)Nc2cccc(F)c2)cc1	-1.1%	?
COc1ccc(S(=O)(=O)NCC(c2ccco2)N2CCOCC2)cc1C (stereo not given)	-2.1%	0.7%[46 µM]
COc1ccc(C(=O)Nc2cccc(-c3cn4ccsc4n3)c2)c(OC)c1	2.2%	-25.1%[46 µM]
COc1ccc(C)cc1NC(=O)N1CCN(c2nnc(C)c3c(C)n(-c4ccccc4)nc23)CC1	4.0%	9.2%[46 µM]
O=c1cc(-c2ccc(F)cc2)nc(SCc2nc(-c3cccc(C(F)(F)F)c3)no2)[nH]1	-0.9%	-4.6%[46 µM]
Cc1ccc2c(c1)N(CC(=O)NCc1ccccc1Br)C(=O)c1cccnc1O2	-1.2%	-7.2%[46 µM]
CC(=O)c1cc(-c2ccc(F)cc2)n(CC(=O)NC2CCC(C)CC2)c1C (stereo not given)	-0.2%	?
COc1cccc(NC(=O)CSc2c(C)cnc3c2c(=O)n(C)c(=O)n3C)c1	2.6%	-18.1%[46 µM]
COc1ccc(-c2nc(C)c(CCNC(=O)C(=O)Nc3c(C)cccc3C)s2)cc1OC	1.4%	13.9%[46 µM]
COc1ccc(N2CCN(CC(O)COc3ccc(C)c(C)c3)CC2)cc1 (stereo not given)	-1.1%	8.5%[46 µM]
COCCCn1c(SCc2ccccc2F)nc2c(sc3ccccc32)c1=O	-1.3%	-3.4%[46 µM]
O=C(Nc1ccccc1C(=O)OCc1cc(=O)n2c3c(sc2n1)CCCC3)c1ccccc1	-1.0%	-4.4%[46 µM]
COc1ccc(Cl)cc1NCc1nnc2n1CCCCC2	?	?
CCN(c1ccc(OC)cc1)S(=O)(=O)c1c(C(=O)N2CCCCCC2)c(C)n(C)c1C	0.0%	3.5%[46 µM]

Screens deposited in PubChem BioAssay by National Center for Advancing Translational Sciences (NCATS).
